MPTP block – blocks calcium-induced mitochondrial swelling | isolated mouse mitochondria, Ca2+ swelling absorbance, 30 min | inhibition, % at 10 µM | hit rate 1.4% among 360,000 | AID 602449;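 active = inhibition of 50% or more, scaled per plate between neutral and stimulator controls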;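 also: 0% = DMSO wells given calcium and 100% = 1 mM EGTA wells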
SENP7 inh – inhibitors of human SENP7 protease; Q9BQF6; recombinant SENP7, Z-RLRGG-aminoluciferin luminescence, 40 min; inhibition, % at 5 µM; hit rate 1.5% among 330,000; AID 434973;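 active = inhibition above about 50% at the single test dose, limit read from the data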;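 also: plate controls were DMSO with enzyme for no effect and no enzyme buffer wells for full effect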
PfGluPho inh – PfG6PD (Plasmodium falciparum) enzyme inhibition; hit rate 0.78% among 350,000; AID 504690; inhibition, % at 20 µM; PfGluPho enzyme, NADPH resazurin-diaphorase fluorescence;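 active = inhibition reaching at least a set limit at 20 µM in the primary screen, cut at about 59% in these data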;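 also: 0% = DMSO wells with substrate and 100% = DMSO wells lacking glucose-6-phosphate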
HKDC1 inh – inhibitors of human hexokinase HKDC1 | Q2TB90 | recombinant HKDC1, G6PDH/diaphorase resazurin coupled fluorescence | inhibition, % at 20 µM | hit rate 0.16% among 340,000 | AID 493160;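 active = inhibition above about 35% when tested at 20 µM, limit read from the data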;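 also: plate controls were DMSO wells with enzyme for no effect and DMSO wells lacking enzyme for full effect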
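Material: recombinant HKDC1 hexokinase; Amount: HKDC1 at 5 µg/mL; Medium: Tris pH 8.0 buffer with MgCl2, Tween-20, BSA, BME; Schedule: 90 min reaction incubation at room temperature, dark; Technique: coupled resazurin fluorescence, excitation 525 nm, emission 613 nm.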
GRIN3A LBD mod – modulates the human NR3A ligand-binding domain; NR3A LBD differential scanning fluorimetry, Tm shift; 0% = protein alone, 100% = glycine-bound protein; Tm shift relative to glycine control, % at 25 µM; hit rate 2.5% among 340,000; AID 1259313;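 active = melting temperature shift of at least 10% of the positive control shift, at one fixed dose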
ATG4B inhibitor – inhibitors of human ATG4B cysteine protease; ATG4B cleavage of LC3-PLA2, NBD-HPC fluorescence, 1 h; hit rate 0.51% among 340,000; inhibition, % at 8.33 µM; Q9Y4P1; AID 504462; in the data active = inhibition above about 40%
Target sequence (Q9Y4P1 whole entry, looked up): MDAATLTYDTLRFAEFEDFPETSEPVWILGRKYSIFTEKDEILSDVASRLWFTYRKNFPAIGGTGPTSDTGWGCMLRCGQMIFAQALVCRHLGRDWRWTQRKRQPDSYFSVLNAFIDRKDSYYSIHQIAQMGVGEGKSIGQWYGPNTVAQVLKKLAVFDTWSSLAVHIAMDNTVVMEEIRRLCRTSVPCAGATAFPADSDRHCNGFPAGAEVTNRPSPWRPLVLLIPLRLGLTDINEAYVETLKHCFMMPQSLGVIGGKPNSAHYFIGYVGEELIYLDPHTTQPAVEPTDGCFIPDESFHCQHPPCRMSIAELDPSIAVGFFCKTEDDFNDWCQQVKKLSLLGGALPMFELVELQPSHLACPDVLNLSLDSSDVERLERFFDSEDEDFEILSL
SENP8 inh – blocks human SENP8 cleavage of Nedd8 substrate | recombinant SENP8, Nedd8 substrate fluorescence | inhibition, % at 20 µM | hit rate 0.64% among 360,000; in the data active = inhibition mostly above about 40%, no sharp cut-off; inactive = mostly below about 27%
SENP6 block – inhibitors of human SENP6 protease; Recombinant SENP6 catalytic domain, aminoluciferin luminescence; inhibition, % at 10 µM; hit rate 1.8% among 330,000; Q9GZR1; AID 2599;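 active = inhibition above about 50% at the single tested dose, limit read from the data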;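 also: plate controls were DMSO wells with enzyme for no effect and DMSO wells lacking enzyme for full effect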
Target sequence (Q9GZR1 628-1112 limits assumed): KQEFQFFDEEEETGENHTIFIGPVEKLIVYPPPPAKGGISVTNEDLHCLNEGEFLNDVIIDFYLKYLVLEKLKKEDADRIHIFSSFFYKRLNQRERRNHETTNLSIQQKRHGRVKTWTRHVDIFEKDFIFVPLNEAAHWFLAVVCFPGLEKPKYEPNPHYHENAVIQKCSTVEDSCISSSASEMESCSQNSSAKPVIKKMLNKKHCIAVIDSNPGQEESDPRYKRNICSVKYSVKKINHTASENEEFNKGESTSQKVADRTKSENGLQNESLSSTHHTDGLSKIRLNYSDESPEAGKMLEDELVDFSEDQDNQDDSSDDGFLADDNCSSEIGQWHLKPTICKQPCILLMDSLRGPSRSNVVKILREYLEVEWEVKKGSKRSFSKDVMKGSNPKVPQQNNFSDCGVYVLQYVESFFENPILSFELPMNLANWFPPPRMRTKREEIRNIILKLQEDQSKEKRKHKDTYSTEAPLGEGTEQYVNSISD
Starred values were filed as active, the others as inactive; · = no result given. Some of the compounds tested; count on the stated rates, not on these rows.

Every second line gives: MPTP block, SENP7 inh, PfGluPho inh, HKDC1 inh, GRIN3A LBD mod, ATG4B inhibitor, SENP8 inh, SENP6 block
1) O=C(Nc1ccc2ccccc2c1)c1nn(C23CC4CC(CC(C4)C2)C3)cc1Br
 : 2.0, -4, -2, -8, 1, 3, 11, -6
2) Cc1cc([P+](=O)O)c(C)n1-c1ccc(Br)cc1
 : 1.3, 0, -5, 7, 2, 2, 0, -8
3) CC1=CC2OC3CC4OC(=O)C=CC=CC(=O)OCCC(C)C(O)C(=O)OCC2(CC1)C4(C)C31CO1 (stereo not drawn)
 : -1.0, ·, 15, -2, 0, -11, 4, ·
4) Cc1cc(C=C2C(=O)N(C)C(=S)N(C)C2=O)c(C)n1-c1ccncc1
 : 4.2, 7, 6, 5, -1, 10, 18, -7
5) Cc1ccc(S(=O)(=O)N2CN3CCN(C3)C2)cc1
 : 0.4, -3, 3, -5, 2, 1, 24, -1
6) Cc1ccc(S(=O)(=O)Cc2ccc(C(=O)N3CCC4(CC3)OCCO4)o2)cc1
 : 2.4, -1, 7, 5, 1, 4, 6, -11
7) O=c1[nH]c(=S)[nH]c(O)c1N=Nc1ccc(OC(F)F)cc1
 : -1.5, 93*, -11, -4, 0, 4, 27, 94*
8) CN1C2c3ccccc3C3C4c5ccccc5C(C31)C(C2[N+](=O)[O-])N4C (stereo not drawn)
 : -0.5, -3, 0, -4, -7, 2, 18, 7
9) CCC[N+]12CCC(CC1)C(C(O)(c1ccccc1)c1ccccc1)C2 (stereo not drawn)
 : 0.1, 3, -8, -4, 1, 0, 29, -35
10) O=C1NC(=O)C(=Cc2cn(CCOc3ccc4c(c3)OCO4)c3ccccc23)C(=O)N1
 : 2.1, -15, 4, -3, 2, -2, 26, -7
11) Cn1c(O)c(/C=N/c2ccccn2)c(=O)n(C)c1=O
 : 0.0, 4, 27, -9, 2, -3, -16, -15
12) CNC(C)(C)Cc1ccccc1
 : -0.6, 7, 5, -5, -1, -4, -4, 9
13) Cc1ccc(NC(=O)[C@@H](NC(=O)N2C[C@H]3C[C@@H](C2)c2cccc(=O)n2C3)C(C)C)cc1
 : -1.0, -7, 3, -2, -2, -20, 56*, -11
14) CCC(=Nc1ccc(OC)cc1OC)c1c(O)n(C)c(=O)n(C)c1=O
 : 34, 1, 7, 0, -2, -4, 20, -4
15) Cc1cc(NC(=O)CCl)nn1C
 : -4.5, 1, 0, -8, 1, 14, 2, -10
16) CC(C)C1(C)N=C(c2ncccc2C(=O)O)NC1=O (stereo not drawn)
 : 0.6, 4, -6, -3, 0, 4, 29, -30
17) N#Cc1ccccc1Cn1cc(C(=O)C2CC2)c2ccccc21
 : 0.8, 0, 5, 7, 2, -12, 30, 2
18) CC1CC2(C)C(=CC1=O)CCC1C3CCC(C)(O)C3(C)CC3OC312 (stereo not drawn)
 : -1.0, ·, 5, -4, -3, 5, 13, ·
19) OCC1CN1C1CCCCC1 (stereo not drawn)
 : -0.9, ·, 4, -13, 2, -2, 10, ·
20) Fc1ccccc1CCNCc1cccc(Cl)c1Cl
 : 1.1, 6, 5, -4, -6, 20, 11, 10
21) CCC(=NCCc1ccccc1)c1c(O)n(C2CCCCC2)c(=O)[nH]c1=O
 : 23, 3, 7, -1, 4, -6, 14, 7
22) O=C(CCN1CCCCC1)NCC(=O)Nc1ccc(Br)cc1C(=O)c1ccccc1
 : 0.2, 2, 14, 4, 2, -14, 15, 0
23) CC12CCC(O)CC1CCC1C2CCC2(C)C(C3=CC(=O)OC3)C(O)CC12O (stereo not drawn)
 : 0.0, ·, 3, -7, 0, 5, -1, ·
24) C[N+](C)(C)CCOC(=O)CBr
 : -2.8, 8, 1, -11, 1, -2, 4, 1
25) c1cc2n(c1)-c1c(ccc3c1OCO3)CNC2c1ccc2c(c1)OCO2 (stereo not drawn)
 : 2.8, -16, 2, -7, -2, -3, 7, -26
26) Cc1nn(Cc2ccccc2)c(C)c1C(=O)O
 : -1.6, 0, -23, 4, 1, 4, 5, -5
27) C#CCN1CCN(c2cccc(C(F)(F)F)c2)CC1
 : 1.8, -7, -9, -7, 0, -2, 21, -28
28) CC(=O)N1CCN(c2ccc(N=Cc3c(O)n(-c4ccc(Cl)cc4)c(=O)[nH]c3=O)cc2)CC1
 : -6.0, 9, -2, 9, 0, 2, -34, 2
29) CS(=O)(=O)N1CCN(C(=N)N[N+](=O)[O-])CC1
 : -0.8, 4, -6, -4, 0, -6, 18, 0
30) COc1ccc(CCNCc2ccncc2)cc1OC
 : -0.3, -3, 6, -5, -2, 0, 11, -17
31) CC1CCCCC12C(=O)NC(=O)NC2=O (stereo not drawn)
 : -0.2, ·, -7, -2, 0, 7, 21, ·
32) O=c1cccc2n1CC1CC2CN(c2ncnc3c2cnn3-c2ccc(Cl)cc2)C1 (stereo not drawn)
 : -4.4, -2, 23, 7, -1, -8, -4, -14
33) OC(c1ccccc1)(c1ccccc1)C1CN2CCC1CC2 (stereo not drawn)
 : -0.2, -11, 12, -8, -3, -9, 7, -16
34) CCN(CC)CCCOC(=O)C(OC)(c1ccccc1)c1ccccc1
 : 0.2, 1, -5, -14, -1, 0, 8, -5
35) COC(=O)C1=C(c2cccc(OCc3ccccc3)c2)C[C@@H]2CC[C@H]1N2C(=O)NCc1ccc(N(C)C)cc1
 : 0.2, 6, 19, 7, 0, -3, 7, -2
36) O=c1cc(C2CCNCC2)[nH][nH]1
 : -0.3, 18, 3, -4, 0, -2, 55*, 6
37) CCN(CC)C(=O)c1ccc(NC(=O)c2cccc(C(F)(F)F)c2)cc1
 : -2.3, -9, -14, -3, -1, -2, 14, -12
38) Cc1cc(/C=C2\C(=O)NC(=O)N(Cc3ccccc3)C2=O)c(C)n1C1CC1
 : 3.5, 8, 3, -4, 0, -2, 12, -2
39) Cc1ccc(/C=C2\C(=O)NC(=S)N(c3ccc(F)cc3)C2=O)s1
 : 14, -9, 33, 13, -3, -6, -109, -7
40) ClC1=CCC2CN(CCN3CCCCC3)CC2C1 (stereo not drawn)
 : -3.4, -2, 16, -5, 3, -8, 34, 8
41) CCOC(=O)C1CCN(Cc2ccc(Cl)nc2)CC1
 : -0.7, -8, -1, -4, 0, 2, 15, -28
42) COc1ccc(-c2cc(C(=O)N3CCC4(CC3)OCCO4)c3ccccc3n2)cc1
 : 0.8, 0, -17, -2, -2, -1, -371, -5
43) O=c1[nH]c(=S)n(-c2ccc(Br)cc2)c(O)c1C=Nc1ccc(N2CCOCC2)cc1
 : 3.0, 2, 35, -4, 5, 5, 14, -2
44) Cc1ccccc1NC(=O)COC(=O)c1cc(C)n(C2CC2)c1C
 : 1.1, 1, 11, 8, -1, -3, 6, 16
45) CC[C@H]1CN2CCC1C[C@@H]2[C@@H](O)c1ccnc2ccc(OC)cc12 (stereo partly drawn)
 : -1.3, ·, -8, -1, -2, 2, -123, ·
46) Cc1cccc(C(=O)Nc2ccc(Cl)cc2C(=O)c2ccccc2)c1
 : 5.4, 5, -15, -9, 1, 6, 16, 4
47) O=P(c1ccccc1)(c1ccccc1)N1CCCCC1
 : 0.3, 5, -7, -4, -2, -11, 4, -11
48) COc1ccccc1C(=O)Nc1ccc2c(c1)CC1(C(=O)N(C)C(=O)N(C)C1=O)C1CCCN21 (stereo not drawn)
 : -0.5, -2, 17, 3, -1, -6, -42, -20
49) COC(=O)C(O)(c1cn(C)c2ccccc12)C(F)(F)F (stereo not drawn)
 : 2.2, -8, -4, 2, -1, 8, 22, -1
50) Clc1ccc(NC2=NCCCS2)cc1Cl
 : -0.5, -2, 1, -6, 0, -4, 6, -12
51) CCN1CCN(Cc2cc(OC)c(OC)cc2[N+](=O)[O-])CC1
 : ·, 13, -2, -6, -1, 0, ·, 8
52) CCOC(=O)CC1=C(C(=O)OCC)C2(C(=O)Nc3ccccc32)C(C#N)=C(N)O1 (stereo not drawn)
 : -0.5, -8, -17, -1, 1, 1, 16, -3
53) COc1ccc(Cl)cc1N=Cc1c(O)n(C)c(=O)n(C)c1=O
 : 0.2, -1, -20, 0, -1, 7, -291, 6
54) O=C(c1ccccc1)c1cn(CC(=O)N2CCCc3ccccc32)c2ccccc12
 : 11, -5, 4, 4, 0, 9, 11, -7
55) CCSC1=NN1c1cc(C)nc(N)n1
 : 0.2, -7, 8, -3, 0, 4, 21, -12
56) CC(C)CCCn1c(O)c(/C=C2/C=CC=N2)c(=O)[nH]c1=O
 : 2.0, 6, 6, 5, 1, 0, 19, -4
57) O=C(c1ccc(-c2ccccc2)cc1)C1CCCN(Cc2ccn[nH]2)C1 (stereo not drawn)
 : -1.6, -7, 16, -8, 0, 25, 15, -12
58) CCC(=O)N1CC(=O)Nc2ccc(F)cc2C1c1ccc(F)cc1 (stereo not drawn)
 : 0.8, -2, 6, 1, -2, -1, 12, 13
59) CN(C)C(=O)CSc1nnc([C@@H](N)Cc2ccccc2)o1
 : 3.4, 0, 25, 0, -1, -9, 22, -14
60) CCOC(=O)c1nsnc1NCCCl
 : 0.9, -4, -14, 13, -1, 1, -167, -17

Following part.
Every second line gives: MPTP block, SENP7 inh, PfGluPho inh, HKDC1 inh, GRIN3A LBD mod, ATG4B inhibitor, SENP8 inh, SENP6 block
61) Cc1cc(C)cc(-n2c(C)cc(/C=C3\C(=O)NC(=O)N(C)C3=O)c2C)c1
 : 3.4, -1, 1, 0, -1, -4, 5, -7
62) CCOc1ccccc1N1C(=O)NC(=O)C(CCc2ccncc2)(CCc2ccncc2)C1=O
 : -0.5, -13, 4, -7, 0, -3, 23, -12
63) CCOC(=O)N(CC)c1ccc(C(O)(C(=O)OCC)C(F)(F)F)cc1 (stereo not drawn)
 : -0.7, -2, 1, -2, 2, -2, 36, -2
64) CCN1C[C@]2(CO)CC[C@H](OC)[C@@]34C5C[C@H]6[C@H](OC)C5[C@](O)(C[C@H]6OC)[C@@H](C(OC)C23)[C@@H]14 (stereo partly drawn)
 : -0.5, -2, 1, -4, 0, -31, 15, -10
65) Cc1cccc(CNCCc2c[nH]c3ccccc23)c1
 : 5.0, 7, 12, -4, -1, -2, 16, 6
66) CCC(C)NC(=O)c1c(N)n(CC2CCCO2)c2nc3ccccc3nc12 (stereo not drawn)
 : -0.8, 72*, 27, 16, -20, -34, -270, 88*
67) Cn1cc(NC(=O)CCl)cn1
 : 3.5, 7, -11, -7, -3, 2, 17, 20
68) O=C1NC(=S)NC(=O)C1Cc1ccccc1O
 : -0.4, ·, -12, -4, 1, -3, 10, ·

Entries from the list above that have a CF3 group (4):
Every second line gives: MPTP block, SENP7 inh, PfGluPho inh, HKDC1 inh, GRIN3A LBD mod, ATG4B inhibitor, SENP8 inh, SENP6 block
27) C#CCN1CCN(c2cccc(C(F)(F)F)c2)CC1
 : 1.8, -7, -9, -7, 0, -2, 21, -28
37) CCN(CC)C(=O)c1ccc(NC(=O)c2cccc(C(F)(F)F)c2)cc1
 : -2.3, -9, -14, -3, -1, -2, 14, -12
49) COC(=O)C(O)(c1cn(C)c2ccccc12)C(F)(F)F (stereo not drawn)
 : 2.2, -8, -4, 2, -1, 8, 22, -1
63) CCOC(=O)N(CC)c1ccc(C(O)(C(=O)OCC)C(F)(F)F)cc1 (stereo not drawn)
 : -0.7, -2, 1, -2, 2, -2, 36, -2

Assay outcomes as filed in PubChem BioAssay.
